DRD3 agonist: agonists of human D3 dopamine receptor | 410,000 compounds, 0.58% hits | max activation, % | AID 652048 | P35462 | D3R DiscoveRx beta-arrestin cells, luminescence, 90 min; in the data active = max activation above about 30%; also: 0% is about no effect; mostly tested at two doses, the higher about 12 µM
Target sequence (P35462 whole entry, looked up): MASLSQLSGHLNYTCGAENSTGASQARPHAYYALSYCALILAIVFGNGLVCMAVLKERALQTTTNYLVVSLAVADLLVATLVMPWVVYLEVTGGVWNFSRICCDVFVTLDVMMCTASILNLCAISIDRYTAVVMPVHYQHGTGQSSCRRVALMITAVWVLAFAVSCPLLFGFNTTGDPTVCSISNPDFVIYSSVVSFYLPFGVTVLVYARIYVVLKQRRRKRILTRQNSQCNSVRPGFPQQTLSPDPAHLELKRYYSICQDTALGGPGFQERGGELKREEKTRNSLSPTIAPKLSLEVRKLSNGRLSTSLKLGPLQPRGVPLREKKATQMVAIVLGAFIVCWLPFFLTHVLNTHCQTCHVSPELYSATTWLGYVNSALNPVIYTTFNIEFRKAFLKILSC
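Cells at 1500/well, incubated overnight, then treated with pinned compounds (dopamine as control) for 90 min at 37 degrees C. DiscoveRx reagent added for 30 - 60 minutes at room temperature; luminescence read.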
KB-V1 MDR tox: kills drug-selected multidrug resistant KB-V1 cells; Potency, µM (top dose mostly 46.1 µM), for inactives: top-dose activity change, negative = cytotoxicity, actives largely listed as cytotoxic; KB-V1 MDR cells viability, CellTiter-Glo, 72 h; 400,000 compounds, 3.4% hits; also: potency is read from the fitted curve at half-maximal effect; % is scaled to controls: 0 for no effect and ±100 for the full control effect; nearly all actives have a fitted effect of over 60% in size
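Luminescent ATP read-out (CellTiter-Glo, 10 min) measures survival of drug-selected KB-V1 MDR cells after 72 h, 37 degrees C compound exposure. Medium: phenol-red-free DMEM, 10% FBS. Values from fitted concentration-response curves.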
KB-3-1 cytotox: KB-3-1 parental cell cytotoxicity. KB-3-1 viability, CellTiter-Glo ATP luminescence, 72 h. Potency, µM (doses to about 46.1 µM), for inactives: at the top dose activity change, negative = cytotoxic, most hits filed as cytotoxic. 400,000 compounds, 1.4% hits. AID 1347075; also: potency is read from the fitted curve at half-maximal effect; % is scaled to controls: 0 for no effect and ±100 for the full control effect; nearly all actives have a fitted effect of over 60% in size
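Cells are dispensed, compounds pinned in, plates held at 37 °C for 72 h, then CellTiter-Glo is added and luminescence read after 10 minutes. Cell line: parental KB-3-1 in phenol-red-free DMEM, 10% FBS.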
HT1080NT lethal: kills 2HG-producing HT-1080-NT fibrosarcoma cells | HT-1080-NT fibrosarcoma viability, CellTiter-Glo ATP luminescence, 48 h | Potency, µM (top dose mostly 46.1 µM), for the others: at the highest dose activity, negative = less viability, usual class: cytotoxic | 360,000 compounds, 1.6% hits | AID 686970;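 also: NT is the 2HG producing partner of a matched IDH1 knockdown line; potency is read from the fitted curve at half-maximal effect; 0% = DMSO-treated cells and -100% = media-only wells without cells; nearly all actives have a fitted effect of over 55% in size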
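Read-out is CellTiter-Glo luminescence after 10 minutes at room temperature, following 48 hours' compound treatment of HT-1080-NT cells (750 cells/well, RPMI, 5% FBS, 37 degrees C).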
D3 antag: blocks the human D3 dopamine receptor. P35462. 360,000 compounds, 2.5% hits. AID 652054. D3R cells, DiscoveRx beta-arrestin luminescence, antagonist mode; hits give low values. max response, negative = inhibition, %; in the data active = max response below about -50%; inconclusive = no clear call, values can overlap the other calls; also: % is scaled to controls: 0 for no effect and ±100 for the full control effect; mostly tested at two doses, the higher about 12 µM
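Cells expressing the human receptor were seeded at 1500 cells/well, incubated overnight at 37 degrees C in 5% CO2, then exposed to library compounds with dopamine controls for 90 minutes at 37 degrees C before luminescent detection.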
GLP1R ag: agonists of human GLP-1 receptor. P43220. HEK293 GLP-1R CRE-luciferase, luminescence, 4-6 h; cells express a hypersensitive GLP-1R form. Potency, µM (series often up to 45.6 µM), for inactives: at the highest dose activation, hits mostly activators. 380,000 compounds, 0.007% hits; also: potency is read from the fitted curve at half-maximal effect; % of control where 0% means no effect
Target sequence (P43220 whole entry, looked up): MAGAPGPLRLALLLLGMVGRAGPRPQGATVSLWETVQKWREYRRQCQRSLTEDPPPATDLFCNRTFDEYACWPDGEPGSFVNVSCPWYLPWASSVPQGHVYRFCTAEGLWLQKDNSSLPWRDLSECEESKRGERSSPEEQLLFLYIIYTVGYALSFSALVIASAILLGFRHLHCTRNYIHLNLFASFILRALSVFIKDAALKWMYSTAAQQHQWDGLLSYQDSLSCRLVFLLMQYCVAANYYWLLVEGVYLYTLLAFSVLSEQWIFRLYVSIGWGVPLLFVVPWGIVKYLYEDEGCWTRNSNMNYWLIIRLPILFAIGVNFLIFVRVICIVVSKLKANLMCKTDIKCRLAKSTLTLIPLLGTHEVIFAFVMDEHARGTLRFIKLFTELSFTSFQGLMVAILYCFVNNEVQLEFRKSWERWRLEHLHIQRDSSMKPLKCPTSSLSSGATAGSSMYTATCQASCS
HT1080 IDH1KD tx: HT-1080 IDH1 knockdown cell toxicity (counter line); HT-1080 IDH1 knockdown viability, ATP luminescence, 48 h; Potency, µM (doses to about 46.1 µM), without a hit: at the highest dose activity, negative = toxicity, most hits filed as cytotoxic; 360,000 compounds, 2% hits;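 also: potency is read from the fitted curve at half-maximal effect; 0% = DMSO wells and -100% = cell-free medium wells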
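Cytotoxicity counter-line: IDH1KD HT-1080, 48 h, CellTiter-Glo. Curves classed by r2, magnitude and activity.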
IL-1B inflam inh: inflammasome signaling inhibition, IL-1 beta readout; AID 743279; activity change, % at 57.5 µM; 360,000 compounds, 4.7% hits; THP-1 LPS/ATP IL-1B secretion, AlphaLISA, 16 h; hits give low values; in the data active = activity change below about -50%; inconclusive = mostly about -30% to -49%; also: % is scaled to controls: 0 for no effect and ±100 for the full control effect
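THP-1 cells pretreated 1 hr with compounds (up to 57.5 uM final), then stimulated with LPS (250 ng/mL final) plus ATP (1.25 mM final); secreted IL-1B measured by AlphaLISA after 16 hr, decreased signal indicating inhibition.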
SW480 rereplic: induces DNA re-replication in SW480 colon adenocarcinoma cells | SW480 DNA re-replication, Hoechst DNA content imaging, 48 h | Potency, µM (top dose mostly 46.1 µM), without a hit: top-dose re-replication activation, most hits filed as activators | 340,000 compounds, 1.8% hits | AID 624297; also: potency is read from the fitted curve at half-maximal effect; % of control where 0% means no effect; nearly all actives have a fitted effect of over 55% in size
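Compounds, transferred as 23 nL by pin tool, were incubated with cells for 48 hr; DNA content per nucleus was then quantified by Hoechst staining and fluorescence plate imaging.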
The depositor's hits bear a star; i = inactive; ? = inconclusive; . = no result given; & = joins results of further samples; [ ] = remark or other dose. Unless noted, calls follow the shape of the dose curve; as a rule, active = well fitted curve in the direction sought with a large enough effect; inconclusive = small, poorly fitted or top-dose-only effect, or another doubt; inactive = no such curve, though single readings can be large; an effect the other way counts as inactive or inconclusive.

SMILES	DRD3 agonist	KB-V1 MDR tox	KB-3-1 cytotox	HT1080NT lethal	D3 antag	GLP1R ag	HT1080 IDH1KD tx	IL-1B inflam inh	SW480 rereplic
CCC12CSc3nc(Cl)ccc3N1C(=O)C(=O)N2C (stereo not drawn)	-8	14%	1%	2%	-13	12%	4%	40	-10%
COc1ccccc1NC(=O)C(=O)N(c1cccnc1)C(C(=O)NC(C)(C)C)c1ccccc1 (stereo not drawn)	0	-20%	3%	11%	8	1%	20%	4	1%
O=C(c1ccccc1F)N(Cc1ccccc1)Cc1ccccc1	-2	?	7%	-12%	-6	17%	-25%	-4	2%
COc1cc(CN2CC(=O)N(c3ccc(C)c(C)c3)C2=S)cc(OC)c1OC	3	16µM*	?	2%	49	16%	-9%	-6	?
Cc1ccc(/C(N)=N/OC(=O)C(C)c2ccc([N+](=O)[O-])cc2)cc1 (stereo not drawn)	4	-12%	-3%	3%	17	2%	10%	-18	-3%
Cc1ccc(C(=O)Nc2ccon2)cc1S(=O)(=O)N1CCCCCC1	2	-11%	2%	7%	11	-2%	5%	-3	-2%
COc1ccc(CCNC(=O)c2cc(C3CC3)nc3c2cnn3C(C)C)cc1OC	-4	-1%	-2%	-3%	16	20%	-2%	2	-4%
CNc1snc(C)c1C(=O)OCC(=O)c1cc(F)ccc1OC	-1	-4%	-10%	4%	-4	12%	2%	11	-30%
CCn1c(C)cc(C(=O)COC(=O)CNC(=O)c2ccco2)c1C	-9	29%	1%	-8%	-24	0%	2%	4	.
CC1(C)c2ccccc2-c2nc3ccccc3cc2C1N1CCOCC1 (stereo not drawn)	5	-20%	-9%	-4%	19	8%	-17%	10	?
Cc1cccc(C)c1NC(=O)NC1(C(=O)NCC2CCCO2)CCCCC1 (stereo not drawn)	-2	5%	?	0%	1	2%	18%	20	0%
COc1ccc(OC)c(CN2CCN(c3ccccc3OC)CC2)c1	-55	0%	-19%	0%	-92*	-3%	-27%	-6	-1%
O=c1[nH]c2cc3c(cc2cc1CN(Cc1ccc2c(c1)OCO2)Cc1nnnn1CC1CCCO1)OCO3 (stereo not drawn)	1	1%	1%	0%[9.24 µM]	-18	18%	-20%	?	0%
Cc1ccc(C)c(C(=O)C(C)OC(=O)c2cccn2C)c1 (stereo not drawn)	-1	?	-2%	2%	-51*	6%	2%	10	1%
Cc1ccc(C([O-])=C(C(=S)NCc2ccccc2)[n+]2cccc(CO)c2)cc1[N+](=O)[O-]	-16	0%	6%	1%	-22	12%	0%	12	-27%
CCOC(=O)C1=CCN(S(=O)(=O)c2ccc(C)cc2)C1c1cccc2ccccc12 (stereo not drawn)	5	?	?	-16%	6	2%	-24%	23	.
CCn1c2ccccc2c2cc(NC(=O)COC(=O)c3ccc(NC(=O)CC#N)cc3)ccc21	-2	-4%	-12%	-7%	-11	4%	0%	3	36%
O=C(Nc1nc(-c2ccccc2)cs1)c1cccc([N+](=O)[O-])c1C(=O)O	5	8%	25%	13%	7	-1%	10%	7	-6%
CCC(=O)c1cc2c(C)cc(=O)oc2c(C)c1O	6	24%	8%	4%	36	9%	1%	-14	-20%
Cc1ccc(/C=N/NC(=O)c2cccs2)o1	-10	-1%	-2%	3%	-24	-4%	-1%	-5	-11%
CN1C(=O)C(C)(C)c2cc(S(=O)(=O)NCc3ccc(Cl)cc3)ccc21	-7	?	12%	-6%	-28	-3%	2%	8	-4%
CCOc1cc(N2CCOCC2)c(OCC)cc1NC(=O)CC12CC3CC(CC(C3)C1)C2	2	-2%	-16%	-24%	-13	9%	-27%	-10	8%
O=C(O)CCCn1cc(NC(=O)c2c(F)cccc2F)cn1	4	-3%	8%	4%	14	0%	27%	7	-3%
N=c1c2c(n(Cc3cccc(Cl)c3)c3c1CCC3)CCCC2	6	-4%	?	6.3µM*	-24	-4%	10µM*	-79*	3%
CCOC(=O)CN(C(=O)CSc1nnc(CNc2ccc(F)cc2)n1C)c1ccccc1	-6	-20%	-6%	-3%	-24	1%	-2%	36	-3%[9.22 µM]
O=c1[nH]c(CN2CCN(Cc3ccccc3)CC2)nc2scc(-c3ccccc3)c12	-41	?	-27%	-5%	-82*	12%	-8%	30	?
Cc1ccc(C(=O)N2C(=O)c3cccc(N)c3C2=O)o1	12	3%	0%	25%	-2	15%	10%	8	1%
CON/C=C(\C=Nc1ccc(Cl)cc1)c1ncc(C(F)(F)F)cc1Cl	1	13%	4%	3%	14	-13%	3%	20	0%
Cc1c(NC(=O)COC(=O)c2c3c(nc4ccccc24)CCCC3)c(=O)n(-c2ccccc2)n1C	6	7%	1%	12%	4	3%	11%	8	-2%
O=C1OC(N2CCN(C/C=C/c3ccccc3)CC2)c2ccccc21 (stereo not drawn)	2	14%	-2%	0%	-13	-2%	5%	-26	0%[9.22 µM]
Cc1ccc(C)c(NC(=O)CSc2nnc(Cc3cccn3C)n2-c2ccc(F)cc2)c1	2	18%	15%	4%	6	-3%	3%	-3	-4%
Cc1cc(C)nc(Sc2ccc(/C=C(\C#N)C(=O)Nc3ccccc3)o2)n1	6	-17%	3%	-1%	6	9%	-3%	-7	10%
O=C(c1ccco1)N1CCN(S(=O)(=O)/C=C/c2ccccc2)CC1	-2	-14%	2%	-4%	-20	8%	1%	14	-7%
Cc1ccc(N=Nc2c(N)nn3c(C)cc(C)nc23)cc1	5	?	1%	23%	19	24%	21%	-10	2%
COC(=O)c1onc(-c2ccccc2)c1C(=O)OC	0	18%	5%	6%	0	-1%	12%	4	-1%
Cc1nc(SCc2nc3ccccc3[nH]2)c2oc3ccc(Br)cc3c2n1	.	?	-14%	.	.	2%	.	.	18%
CCOc1ccc(NC(=S)N2CCC(NC(=O)c3ccco3)CC2)cc1	1	0%	-4%	-4%	7	1%	10%	16	-6%
O=C(COC(=O)CNS(=O)(=O)c1ccc(Br)cc1Cl)NCCc1ccccc1	2	-2%	14%	5%	7	-5%	17%	i	0%
CN(CC(=O)NCCc1ccccc1)S(=O)(=O)c1cccc2nsnc12	2	9.2µM*	7%	6%	0	1%	17%	?	?
CC(C)C[C@H](NC(=O)c1nc[nH]c1C(=O)N1CCNCC1)C(=O)OC(C)(C)C	-17	-10%	-4%	-3%	-54*	-16%	-6%	-19	-7%
CC(C)(C)c1ccc(S(=O)(=O)Nc2ccc(C(O)(C(F)(F)F)C(F)(F)F)cc2)cc1	-8	?	-2%	18µM*	?	-4%	21µM*	-17	.
COc1ccccc1N1CCN(C(c2cccs2)C(C)NS(=O)(=O)c2ccccc2)CC1 (stereo not drawn)	-13	-23%	?	-3%	?	-5%	-9%	2	-2%
COc1cc(C(O)P(=O)(OC2CCCCC2)c2ccc(N(C)C)cc2)cc(OC)c1OC (stereo not drawn)	0	12%	6%	3%	14	1%	11%	0	13%
Cc1ccc(-n2c3nc(=O)[nH]c(=O)c-3cc3c(C)nn(-c4ccccc4)c32)c(C)c1	-3&0	-4%&0%	3%&2%	2%	0	0%&0%	5%	9	-3%
Cc1ccc(CN2CCN(/N=C\c3cccc([N+](=O)[O-])c3)CC2)cc1	-23	-27%	-14%	-17%	-56*	10%	-21%	-62*	20%
Cc1ccc2c(c1)N(CC(=O)NCCc1ccc(Cl)cc1)C(=O)c1cccnc1O2	-5&-16	-3%&-1%	1%&20%	-1%	8	10%	-3%	-19	3%
C=C(C)Cn1c(C)cc(C)c(S(=O)(=O)c2ccc(C)cc2)c1=O	12	-2%	-1%	4%	23	11%	-4%	13	-5%
Cc1c(O)ccc(C(=O)CN2CCN(c3ccccc3F)CC2)c1O	-6	-2%	-6%	-9%	-28	2%	-8%	12	-10%
Cc1cc(=O)oc2c(C)c(OC(C)C(=O)NCC(O)c3ccccc3)ccc12 (stereo not drawn)	5	-11%	-12%	-3%	8	15%	6%	-25	-3%
CN(C)/C=C/C(=O)c1cccc([N+](=O)[O-])c1	-5	12%	0%	3%	-1	2%	26%	4	5%
CCOC(=O)N1CCN(S(=O)(=O)CCNC(=O)c2ccccc2)CC1	10	7%	5%	6%	5	12%	8%	32	-386%[inhibitor]
CSc1ncccc1C(=O)OCC(=O)Nc1cccc(S(=O)(=O)N2CCOCC2)c1	0	-9%	?	0%	19	20%	5%	44	-7%
CCOc1ccccc1NC(=O)CN1C(=O)COc2ccc(S(=O)(=O)Nc3ccccc3)cc21	-13	-2%	5%	.	.	0%	.	.	.
CCOC(=O)c1c(CN2CCN(Cc3ccccc3)CC2)n(C)c2cc(Br)c(OC)cc12	-25	-20%	?	0%	-29	1%	18%	-10	-5%
N#Cc1ccc(NC(=O)COC(=O)c2cccc(S(=O)(=O)N3CCCC3)c2)cc1	-9	22%	5%	-10%	-21	0%	0%	-16	.
Cc1ccc2nc(NNC(=O)c3ccc(S(=O)(=O)N4CCc5ccccc5C4)cc3)sc2c1	29	3%	?	?	13	-5%	4.6µM*	150	?
CC12CCCCC1NS(=O)(=O)OC2 (stereo not drawn)	-9	-9%	7%	6%	-6	1%	10%	23	-16%
COc1ccc(C(=O)Nc2ccc(Nc3ccccc3)cc2)cc1Br	4	-27%	3%	0%	-18	13%	-9%	-1	-25%
COc1ccc(/C=N/NC(=O)CNc2c(Br)cc(C)cc2Br)c(C(=O)O)c1OC	4	2%	4%	13%	1	0%	13%	-10	0%

Random excerpt: 2 compounds from above.
SMILES	DRD3 agonist	KB-V1 MDR tox	KB-3-1 cytotox	HT1080NT lethal	D3 antag	GLP1R ag	HT1080 IDH1KD tx	IL-1B inflam inh	SW480 rereplic
CCOc1ccccc1NC(=O)CN1C(=O)COc2ccc(S(=O)(=O)Nc3ccccc3)cc21	-13	-2%	5%	.	.	0%	.	.	.
CSc1ncccc1C(=O)OCC(=O)Nc1cccc(S(=O)(=O)N2CCOCC2)c1	0	-9%	?	0%	19	20%	5%	44	-7%

Screening data (PubChem BioAssay)
